Myeloid diff 2 – myeloid differentiation induction; AID 624256; ER-HoxA9 myeloid progenitors, lysozyme-GFP differentiation, flow cytometry; 360,000 compounds, 1% hits; calls only at 10 µM;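 active means normalized GFP-positive differentiation at or above the plate's own cutoff, the solvent-only control mean plus 3 SD; inconclusive means no clear call, values can overlap the other calls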;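 further: cells exposed to compound for four days before flow analysis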
Myeloid diff 2 GFP+ MAC1+ % – recorded beside Myeloid diff 2, whose call it bears; GFP+ MAC1+ double positive, %; measured here: differentiation confirmed by MAC1 staining
* marks the source's active call; other numbers are inactive results; i = inactive; ? = inconclusive; nt = not tested or not shown; & = joins results of further samples. Only part of the results is shown; count on the stated rates, not on these rows.

SMILES	Myeloid diff 2	Myeloid diff 2 GFP+ MAC1+ %
CC(C)(C)OC(=O)C[C@@H]1C/C=C\C[C@H](CC(=O)N[C@@H](CO)Cc2ccccc2)C(=O)N[C@H](Cc2ccccc2)COC1=O	i	1.4
O=C1C[C@H](c2ccc(O)cc2)Oc2cc(O[C@@H]3O[C@H](CO)[C@@H](O)[C@H](O)[C@H]3O)cc(O[C@@H]3O[C@H](CO)[C@@H](O)[C@H](O)[C@H]3O)c21	i	1.5
CC(C)CC1C(=O)N(Cc2cn(CCC3OCCO3)nn2)CCS(=O)(=O)N1Cc1ccc(-c2ccncc2)cc1 (stereo not given)	i	1.4
CCc1ccc2cc3c(cc2n1)C(=O)c1ccccc1-3	i	2.2
Nc1ccc(C(=O)NN2C(=O)[C@H](Cl)C2c2ccc(Cl)cc2)cc1 (stereo not given in full)	i	1.4
CCCCNC(=O)C1C(c2ccccc2)=Nc2ccccc2N1C(=O)c1ccc(C)cc1 (stereo not given)	i	5.4
COCCCNC(=O)C[C@H]1C[C@H](C(=O)N2CCCCC2)[C@@]2(CCc3ccccc3)c3[nH]c4ccc(Cl)cc4c3CCN2C1=O	i	0.3
CC(O)(c1ccc(F)c(F)c1)c1nc(-c2cnc3ccccc3c2)cs1 (stereo not given)	i	0.3
CC1CC(C)CN(C(=O)C(C)N2CCN(S(=O)(=O)c3ccc(C(F)(F)F)cc3)CC2)C1 (stereo not given)	i	1.2
CC(=O)c1ccc(OC2(C)CCN(Cc3cccn3-c3nccs3)C2)cc1 (stereo not given)	i	0.7
CCN(Cc1ccc(Cl)s1)C(=O)c1cccc(OCc2c(C)noc2C)c1	i	1.3
CCOC(=O)c1noc2c1CCC2	i	1.3
CN(CC(=O)NCc1ccc2c(c1)OCO2)S(=O)(=O)c1ccc(Cl)cc1	i	0.5
C=CCn1c(-c2ccccn2)n[nH]c1=S	i	2.0
COc1ccc(-c2ccc(CN3C(CC(C)C)C(=O)N(Cc4cn(Cc5ccco5)nn4)CCS3(=O)=O)cc2)cc1OC (stereo not given)	i	0.5
O=C(NCCOc1ccccc1)c1cccc(S(=O)(=O)N2CCN(Cc3ccccc3)CC2)c1	i	0.3
CCN(C[C@H]1N[C@@](Cc2ccccc2)(C(=O)OC)[C@H]2C(=O)N(C)C(=O)[C@@H]12)S(=O)(=O)c1ccc(C(F)(F)F)cc1	i	2.2
O=C(COC(=O)CCC(=O)c1ccc(F)cc1)NCc1ccccc1Cl	i	0.2
COc1ccccc1S(=O)(=O)N(C)C[C@H]1OCc2cn(nn2)CCCC(=O)N([C@@H](C)CO)C[C@@H]1C	i	0.3
CCOc1ccccc1OCCCC(=O)N1CCN(S(=O)(=O)c2cc(F)ccc2F)CC1	i	0.9
CCCCCCNC(=O)O[C@H]1CN(C(=O)OC(C)C)N(C(=O)OC(C)C)[C@@H]2CN(S(=O)(=O)c3ccc(C)cc3)C[C@]12O	i	0.7
Nc1nc2ccccc2n1S(=O)(=O)c1ccc([N+](=O)[O-])cc1	i	0.6
COCCNC(=O)C1(C)CCCN(C(=O)c2ccccc2)C1 (stereo not given)	i	1.2
O=C(c1ccc(-n2cncn2)c2ccoc12)N1CCOCC1	i	0.6
CCCC[C@@H]1C=C(C(=O)O)[C@H](c2ccc3c(c2)OCO3)N1S(=O)(=O)c1ccc(C)cc1	i	2.1

Taken from above.
Myeloid diff 2 GFP+ MAC1+ %, Nc1ccc(C(=O)NN2C(=O)[C@H](Cl)C2c2ccc(Cl)cc2)cc1 (stereo not given in full) = 1.4
Myeloid diff 2 GFP+ MAC1+ %, Nc1nc2ccccc2n1S(=O)(=O)c1ccc([N+](=O)[O-])cc1 = 0.6

Continued:
SMILES	Myeloid diff 2	Myeloid diff 2 GFP+ MAC1+ %
CC(NCC(=O)Nc1ccccc1C(=O)NC1CC1)c1ccc(S(N)(=O)=O)cc1 (stereo not given)	i	0.7
Cc1ccc(C)c(NCCCCCCCC(=O)O)c1	i	0.2
C[C@H]1CN([C@@H](C)CO)C(=O)CCCn2nncc2CO[C@@H]1CN(C)C(=O)c1ccc(N2CCN(C)CC2)cc1	i	1.0
CC(=O)OC[C@@H]1CN(Cc2ccccc2)C[C@H](n2cnc3c(NCC(C)C)ncnc32)O1	i	0.5
Cc1cccc(C)c1C(O)c1ncc(-c2ccc(F)cc2)[nH]1 (stereo not given)	i	0.6
COc1cccc(/C=C/C(=O)OCC(=O)NC2CCCCCCC2)c1	i	0.3
CS(=O)(=O)c1ccc(Nc2nc(C(N)COCc3ccccc3)cs2)cc1 (stereo not given)	i	1.3
Cc1ccc(S(=O)(=O)NC(=O)C2(C)CCN2C(=O)CC2CCCCC2)nc1 (stereo not given)	i	0.4
CC(=O)c1ccc(N2CCN(C(=O)c3ccc(Cl)c(S(=O)(=O)NC4CC4)c3)CC2)c(F)c1	i	0.5
CC(C)(C)c1ccc(CC(=O)N2CCC2(C)C(=O)NS(=O)(=O)c2cccs2)cc1 (stereo not given)	i	0.4
Cc1ccc(S(=O)(=O)N2CCOCC2)cc1C(=O)N1CC(C)CC(C)C1 (stereo not given)	i	1.1
O=C1NC[C@H](Cc2ccc(O)cc2)N(C[C@@H]2CCCN2C[C@H](Cc2ccccc2)N2C[C@H](Cc3ccc(O)cc3)N(CC3CCCCCC3)C(=O)C2=O)C1=O	i	0.7
CCOC(=O)C1=CCC(c2cccn2C(=O)OC(C)(C)C)N(S(=O)(=O)c2ccc(C)cc2)C1 (stereo not given)	i	1.8
CC1CCN(C(=O)CCCl)c2ccccc21 (stereo not given)	i	0.7
CCCCOc1ccc(S(=O)(=O)NC(=O)C2(C)CCN2C(=O)Cc2ccccc2Cl)cc1 (stereo not given)	i	0.8
COc1cccc(CNc2nc(NCC3CC3)nc3ccsc23)c1OC	i	0.9
Cc1ccc(S(=O)(=O)C[C@@H]2OC3CCCCC3N2S(=O)(=O)c2ccc(C)cc2)cc1 (stereo not given in full)	i	1.7
O=C(COC(=O)Cc1ccc(S(=O)(=O)N2CCOCC2)s1)Nc1ccccc1Cl	i	1.1
COc1ccc([C@H]2C[C@H](O)[C@@H](n3cc(COC(=O)c4ccccc4)nn3)CN2C(=O)C2CCCCC2)cc1	i	1.3
CC(=O)N1CCc2c(sc(NC(=O)c3ccc([N+](=O)[O-])o3)c2C(N)=O)C1	?	nt
COc1ccc(NC(=O)C[C@H]2C(=O)N(c3ccccc3)C[C@@H]2C)cc1	i	1.6
COc1ccc(CC(=O)N[C@@H]2c3cc(OC)c(OC)cc3C[C@H]2OCc2ccccc2)cc1	i	0.4
O=C(COc1ccc(-c2nnco2)cc1)N1CCOCC1	i	0.8
COc1ccc(OC)c(C(O)c2ncc(-c3ccccc3OC)[nH]2)c1 (stereo not given)	i	1.4
O=C(COc1cc(Cl)ccc1Cl)N1CCNC1=O	i	0.6

Structures listed so far with a furan ring, fused or not (3):
SMILES	Myeloid diff 2	Myeloid diff 2 GFP+ MAC1+ %
COc1ccc(-c2ccc(CN3C(CC(C)C)C(=O)N(Cc4cn(Cc5ccco5)nn4)CCS3(=O)=O)cc2)cc1OC (stereo not given)	i	0.5
O=C(c1ccc(-n2cncn2)c2ccoc12)N1CCOCC1	i	0.6
CC(=O)N1CCc2c(sc(NC(=O)c3ccc([N+](=O)[O-])o3)c2C(N)=O)C1	?	nt

Continued.
SMILES	Myeloid diff 2	Myeloid diff 2 GFP+ MAC1+ %
COC(=O)[C@]1(C)N[C@H](CN(C)C(=O)NC(C)C)[C@@H]2C(=O)N(Cc3ccccc3)C(=O)[C@@H]21	i	2.1
O=C(NCC(c1ccco1)N1CCCC1)c1cccc(S(=O)(=O)N2CCCCC2)c1 (stereo not given)	i	0.8
COC(=O)[C@@]12C[C@@H](CC(=O)NCc3cccc4ccccc34)C(=O)N(Cc3cccc4ccccc34)C1=CCC(C)(C)C2	i	3.4
CCS(=O)(=O)c1ccc(C=NNc2nc3ccccc3o2)cc1	i	0.8
COc1ccc(CN(C)C(=O)c2cccc(S(=O)(=O)N3CCCc4ccccc43)c2)c(OC)c1OC	i	0.5
COc1ccc(CN2C(=O)C(C)Nc3ncnc(N4CCN(c5ccccc5)CC4)c32)cc1 (stereo not given)	i	1.3&0.3
C[C@H]1CN([C@@H](C)CO)C(=O)CCCn2cc(nn2)CO[C@@H]1CN(C)C(=O)Nc1ccc(N2CCN(C)CC2)cc1	i	5.7
COc1ccc(S(=O)(=O)Nc2cccc3c2O[C@@H](CN(C)CC2CC2)[C@@H](C)CN([C@@H](C)CO)C3=O)cc1	i	1.7
CCc1nc2ccc(C(=O)N(CC)CCN(C)C)cn2c1N(C)Cc1ccc(OC)cc1	i	1.0
O=C(C[C@@H]1C[C@H]2c3cc(NC(=O)c4cccnc4)ccc3O[C@H]2[C@H](CO)O1)NCc1ccc(Oc2ccccc2)cc1	i	0.3
NS(=O)(=O)c1ccc(CCNc2ccn3nc(-c4cccc(C(F)(F)F)c4)cc3n2)cc1	i	0.0
O=C(C[C@@H]1CC[C@@H](NC(=O)Nc2cccc(F)c2)[C@@H](CO)O1)NCC1CCCCC1	i	1.3
Cc1ccc2c(c1)C(=O)C(=O)N2Cc1ccc(Br)cc1	?	nt
CCOC(=O)C1=CCN(S(=O)(=O)c2ccccc2C)C1c1ccccc1 (stereo not given)	i	0.9
Cc1cc(NC(=O)CSc2ncc(C(=O)O)n2-c2ccc(F)cc2)no1	i	0.2
O=C(NC(=S)Nc1cccc(O)c1)C12CC3CC(CC(C3)C1)C2	i	0.5
Cn1c(=O)c2cc(NC(=O)NCc3ccccc3)ccc2n1Cc1ccc(Cl)cc1	i	0.4
CC1(c2ccc(Cl)cc2)NC(=O)N(CC(=O)N2CCN(C(=O)c3cccs3)CC2)C1=O (stereo not given)	i	1.1
O=S1(=O)CC(N2CCSCC2)CN1Cc1cn(Cc2ccc(F)cc2)nn1 (stereo not given)	i	0.8
CCCN(CC(=O)Nc1ccccc1C)C(=O)c1cc2ccccc2oc1=O	i	0.2
CN(Cc1ccccc1)C(=O)c1[nH]cnc1C(=O)Nc1ccccc1F	i	0.3
COc1ccc(-c2csc(C(O)c3ccccc3)n2)cn1 (stereo not given)	i	0.6
O=C(OCc1ccccc1)N1C=CCC[C@@H]1c1c(Cl)cccc1Br	i	0.4
Cc1ccc(C)c(N2CCN(C(=O)CCc3nc(-c4ccccc4C)no3)CC2)c1	i	0.2
Cc1nc(NC(=O)C(C)(C)C)sc1-c1csc(N)n1	i	0.7

Quoted at random: 3 compounds from above
SMILES	Myeloid diff 2	Myeloid diff 2 GFP+ MAC1+ %
CCS(=O)(=O)c1ccc(C=NNc2nc3ccccc3o2)cc1	i	0.8
O=C(C[C@@H]1CC[C@@H](NC(=O)Nc2cccc(F)c2)[C@@H](CO)O1)NCC1CCCCC1	i	1.3
CN(Cc1ccccc1)C(=O)c1[nH]cnc1C(=O)Nc1ccccc1F	i	0.3

(more compounds)
SMILES	Myeloid diff 2	Myeloid diff 2 GFP+ MAC1+ %
CCOC(=O)c1oc2cc(O)cc(C)c2c1C	i	1.1
CCCNC(=O)c1cc(C2CCCCN2S(=O)(=O)c2ccc(C#N)cc2)on1 (stereo not given)	i	1.1
O=C(Cn1cc(COc2ccc(C(=O)c3ccccc3)cc2)nn1)c1ccc(O)cc1	i	0.2
CSc1ccccc1-c1cnc2cccnn12	i	1.4
CS(=O)(=O)c1cccc(C(=O)OCC(=O)NC(=O)Nc2ccccc2F)c1	i	0.9
O=C(Cn1ccc(=O)[nH]c1=O)Nc1ccc(O)c([N+](=O)[O-])c1	i	0.9
O=C(NCc1ccc2c(c1)OCO2)OCc1ccccc1	i	3.2
O=C(COC(=O)c1ccc(S(=O)(=O)N2CCCCC2)cc1)NC1CCCCC1	i	1.0
Cc1ccc(C)c(NC(=O)CN(C)C(=O)c2cc(C3CC3)nn2-c2ccccc2)c1	i	0.6
COC(=O)[C@@]12C[C@@H](CC(=O)N3CCOCC3)C(=O)N(Cc3ccccc3)C1=CCC(C)(C)C2	i	1.7
CCCCn1c(N)c(N(CCOC)C(=O)CC(NC(=O)c2ccccc2Cl)c2ccccc2)c(=O)[nH]c1=O (stereo not given)	i	1.7
Cc1cc(C(=O)Nc2cccc(S(=O)(=O)N3CCOCC3)c2)c2ccccc2n1	i	0.6
O=C(OCc1ccccc1)c1c(-c2ccccc2)oc2c1C(OCCO)CCC2 (stereo not given)	i	1.1
NS(=O)(=O)c1ccc(NC(=O)CSc2nc3c(cnn3-c3ccccn3)c(=O)[nH]2)cc1	i	1.0
COc1ccc(NC(=O)Nc2ccc3c(c2)C(=O)N([C@@H](C)CO)C[C@@H](C)[C@@H](CN(C)S(=O)(=O)c2cn(C)cn2)O3)cc1	i	1.4
O=S(=O)(c1ccc(Cl)cc1)N1CCN(c2ncnc3sccc23)CC1	i	1.0
CC(NC(=O)COC(=O)CCC(=O)c1ccc(Cl)cc1)c1ccccc1 (stereo not given)	i	0.8
CC(C)N1CC2(CC(c3ccccc3C(F)(F)F)=NO2)CN1C(=O)c1ccc(C(C)(C)C)cc1 (stereo not given)	i	0.8
COC(=O)[C@]1(Cc2ccccc2)N[C@H](CN(C)S(=O)(=O)c2ccc(OC(F)(F)F)cc2)[C@@H]2C(=O)N(C)C(=O)[C@@H]21	i	0.2
C#CCOCCOCCOCCNc1nc(N2CCN(C(=O)[C@H](CCCN=C(N)N)n3cc(C(N)[C@@H](C)CC)nn3)CC2)nc(N2CCN(C(=O)[C@H](CO)n3cc([C@@H](N)C(C)C)nn3)CC2)n1 (stereo not given in full)	i	0.9
CCCCN(Cc1nc2ccccc2c(=O)[nH]1)C(=O)c1nn(C)c(=O)c2ccccc12	i	1.1
Cc1cc(C)c(NC(=O)C2CCN(S(C)(=O)=O)CC2)c(C)c1	i	0.8
C=C(CCO)C1=CCN(S(=O)C(C)(C)C)[C@H]1CCO (stereo not given in full)	i	0.6
